# S2 tox: Viability Counterscreen for Primary qHTS for Inhibitors of ATXN expression; Potency, µM (titrated, usually from 56.7 µM), usual class: cytotoxic; S2 cells (HEK-293 line with an ATXN2-luciferase reporter) viability, CellTiter-Fluor protease fluorescence, 24 h; 400,000 tested, 0.49% active; also: nearly all actives have a fitted effect of over 40% in size
# TGFb inhibitor: qHTS for Inhibitors of TGF-b. HepG2 CAGA-GFP TGF-b/SMAD3 reporter, GFP fluorescence, 18 h; TGF-beta stimulated, 500 pg/mL final. Potency, µM (top dose mostly 46.1 µM), for inactives: at the highest dose activity, negative = inhibition, most hits filed as inhibitors. 410,000 tested, 1.2% active. AID 588855, 2011; also: % is scaled to controls: 0 for no effect and ±100 for the full control effect; nearly all actives have a fitted effect of over 65% in size
#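 Smad-responsive CAGA-GFP expression was quantified in HEPG2 cells exposed to compounds and 500 pg/mL final TGF-beta for 18 h at 37 degrees C; unstimulated wells defined full inhibition.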
# MCF10A rerep: A quantitative high throughput screen for small molecules that induce DNA re-replication in MCF 10a normal breast cells; MCF 10A DNA re-replication, Hoechst nuclear intensity, 48 h; Potency, µM (series often up to 46.1 µM), without a hit: at the top dose activity, positive = re-replication, actives largely listed as activators; 350,000 tested, 2.9% active; AID 624296, 2012; also: % of control where 0% means no effect; nearly all actives have a fitted effect of over 50% in size
# HepG2 viability: qHTS for Inhibitors of TGF-b: Cytotox Counterscreen | HepG2 CAGA-GFP viability, ATP luminescence, 18 h | 410,000 tested, 0.76% active | Potency, µM (doses to about 46.1 µM), without a hit: at the highest dose activity change, negative = cytotoxicity, hits mostly cytotoxic | AID 588856, 2011; also: some results filed as inactive show a strong effect at the top dose
#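 HepG2 CAGA-GFP cells (1000/well, DMEM with 1% FBS) received compound, then TGF-beta at 500 pg/mL final, and were incubated 18 hours at 37 degrees C. Viability was read by CellTiter-Glo luminescence. Media-only wells were set as complete cell-killing and DMSO as no toxicity.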
# Nrf2 block: Nrf2 qHTS screen for inhibitors. Potency, µM (highest dose often 46 µM), inactives show top-dose activity change, negative = inhibition, usual class: inhibitors. A549 ARE-Fluc reporter, luciferase luminescence, 18-24 h. 360,000 tested, 2.1% active. AID 504444, 2011; also: % is scaled to controls: 0 for no effect and ±100 for the full control effect; nearly all actives have a fitted effect of over 60% in size
#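 Quantitative HTS in A549 cells stably bearing an antioxidant response element-firefly luciferase construct. Inhibition of Nrf2-driven transcription was scored by luminescence after 18-24 h of compound exposure at 37 °C.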
# EPAC2 antag: qHTS for Antagonist of cAMP-regulated guanine nucleotide exchange factor 2 (EPAC2): primary screen; Rap guanine nucleotide exchange factor 4 (Homo sapiens), Q8WZA2; EPAC2 GEF exchange of Rap1B-BODIPY-GDP, fluorescence; Potency, µM (titrated, usually from 114 µM), for the others: at the highest dose activity, negative = inhibition, hits mostly inhibitors; 360,000 tested, 0.18% active; AID 720708, 2013; also: % is scaled to controls: 0 for no effect and ±100 for the full control effect; nearly all actives have a fitted effect of over 45% in size; many of its hits are not listed in these tables
# Target sequence (Q8WZA2 whole entry, looked up): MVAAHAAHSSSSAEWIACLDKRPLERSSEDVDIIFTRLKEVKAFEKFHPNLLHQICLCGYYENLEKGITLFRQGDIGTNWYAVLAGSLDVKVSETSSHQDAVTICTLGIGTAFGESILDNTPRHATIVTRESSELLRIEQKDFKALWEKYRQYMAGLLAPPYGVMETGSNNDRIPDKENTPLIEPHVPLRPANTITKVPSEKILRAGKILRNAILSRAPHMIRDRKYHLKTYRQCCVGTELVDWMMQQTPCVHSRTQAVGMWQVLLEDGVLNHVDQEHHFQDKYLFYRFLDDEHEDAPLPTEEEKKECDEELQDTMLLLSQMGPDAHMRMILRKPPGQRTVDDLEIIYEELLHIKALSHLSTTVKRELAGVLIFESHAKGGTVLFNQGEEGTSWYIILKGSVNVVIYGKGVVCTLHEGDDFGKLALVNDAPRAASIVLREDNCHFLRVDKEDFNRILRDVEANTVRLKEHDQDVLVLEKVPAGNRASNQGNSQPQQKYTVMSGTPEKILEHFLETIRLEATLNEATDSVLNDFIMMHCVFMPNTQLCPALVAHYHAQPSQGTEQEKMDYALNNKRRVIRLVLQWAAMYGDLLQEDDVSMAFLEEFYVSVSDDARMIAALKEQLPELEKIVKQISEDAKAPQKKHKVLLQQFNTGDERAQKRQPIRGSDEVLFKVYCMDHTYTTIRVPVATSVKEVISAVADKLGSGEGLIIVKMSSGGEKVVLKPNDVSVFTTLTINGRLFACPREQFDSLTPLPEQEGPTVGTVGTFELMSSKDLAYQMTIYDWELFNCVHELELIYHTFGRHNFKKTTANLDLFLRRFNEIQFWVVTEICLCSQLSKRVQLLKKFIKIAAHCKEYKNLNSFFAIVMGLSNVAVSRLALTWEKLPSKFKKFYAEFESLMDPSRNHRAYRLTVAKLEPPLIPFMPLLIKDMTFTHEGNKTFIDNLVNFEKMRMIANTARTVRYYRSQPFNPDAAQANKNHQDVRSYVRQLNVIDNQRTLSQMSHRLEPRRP
# Nrf2 ARE act: qHTS of Nrf2 Activators; Potency, µM (doses to about 46.1 µM), without a hit: at the highest dose activation, actives largely listed as activators; 410,000 tested, 0.31% active; AREc32 ARE-luciferase reporter (MCF7-derived line), luminescence, 24 h; AID 624171, 2012; also: % of control where 0% means no effect; nearly all actives have a fitted effect of over 65% in size
#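 For detection, Steady-Glo was added and plates sat 30 min at RT; before that, AREc32_Fluc cells grown overnight in OPTI-MEM/5% FBS had been treated with 23 nL compound for 24 hr at 37 deg C.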
# A549 tox: Nrf2 qHTS screen for inhibitors: counterscreen for cytotoxicity; A549 ARE-Fluc cells, CellTiter-Fluor viability, 18-24 h; AID 504648, 2011; 390,000 tested, 0.16% active; Potency, µM (top dose mostly 46 µM), inactives show at the highest dose activity change, negative = cytotoxicity, usual class: inhibitors; also: % is scaled to controls: 0 for no effect and ±100 for the full control effect
#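 A549 ARE-Fluc cells in 5% FBS OPTI-MEM, 5000 cells/well, rested 2 h then exposed to compounds in concentration-response for 18-24 h at 37 °C. Viability by CellTiter-Fluor fluorescence (Ex 405/Em 525) after 30 min; luciferase luminescence (BugLite, 15 min, RT) read afterwards.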
# ATXN2 expr inh: Primary qHTS for Inhibitors of ATXN expression. HEK-293 ATXN2-luciferase reporter, luminescence, 24 h. 360,000 tested, 0.72% active. Potency, µM (top dose mostly 57 µM), for the others: top-dose activity change, negative = inhibition, hits mostly inhibitors; also: % is scaled to controls: 0 for no effect and ±100 for the full control effect; nearly all actives have a fitted effect of over 55% in size
#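 ATXN2-luciferase reporter cells (luciferase flanked by upstream and downstream ATXN2 gene portions) were treated 24 h at 37 °C with compounds at up to 57 uM. SteadyGlo luminescence gave expression; GF-AFC fluorescence gave viability.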
# The depositor's hits bear a star; i = inactive; ? = inconclusive; . = no result given; & = joins results of further samples; [ ] = dose if it differs, or a comment. Calls follow the shape of the dose curve; as a rule, active = well fitted curve in the direction sought with a large enough effect; inconclusive = small, poorly fitted or top-dose-only effect, or another doubt; inactive = no such curve, though single readings can be large; an effect the other way counts as inactive or inconclusive. Potency is read from the fitted curve at half-maximal effect.
no.	molecule	S2 tox	TGFb inhibitor	MCF10A rerep	HepG2 viability	Nrf2 block	EPAC2 antag	Nrf2 ARE act	A549 tox	ATXN2 expr inh
1	COc1ccc(NC(=O)c2ccc(COc3ccc(C)cc3)o2)cc1	i	1.4%	25.1%	6.7%	4.9%	3.4%	3.1%	-7.3%	.
2	O=C1C2C3c4ccccc4C(c4ccccc43)C2C(=O)N1Cc1cccnc1 (configuration not stated)	i	21.3%	-3.0%	9.6%	?	3.1%	-0.7%	-8.9%	-4.4%
3	CCCCN(C(=O)c1ccccc1Cl)C(CC(C)C)c1nc2ccccc2[nH]1 (configuration not stated)	?	?	.	-7.3%	.	-18.1%	4.3%	.	-19.4%
4	COC(=O)c1cc(OC)c(OC)cc1NC(=O)CN1CCCCC1	i	14.3%	16.4%	-13.3%	?	-4.4%	-0.3%	5.3%	-6.5%
5	CC1CCCC(C)N1S(=O)(=O)c1ccc(Cl)cc1 (configuration not stated)	i	13.2%	4.1%	8.1%	14.3%	8.4%	-0.1%	8.9%	-3.3%
6	Cn1c(=O)c2c(ncn2CC(=O)N/N=C/C=C/c2ccccc2)n(C)c1=O	?	1.4%	-3.0%	6.5%	8.3%	17.7%	-0.7%[9.22 µM]	0.7%	-6.5%
7	O=S(=O)(Nc1ccc(F)c(C(F)(F)F)c1)c1ccc(N2CCCCS2(=O)=O)cc1	i	10µM*	.	-24.7%	.	.	-0.6%	-7.3%	-27.0%
8	COc1ccc(Cl)cc1NC(=O)CSc1nncn1-c1cccnc1	i	3.2%	6.0%	-19.5%	-9.3%	-1.6%	11.7%	0.3%	-2.9%
9	COc1ccc(S(=O)Cc2ccc(C(=O)N3CCN(c4cccc(C)c4C)CC3)o2)cc1 (configuration not stated)	?	?	18.4%	-2.0%&-38.6%	?	1.3%	-0.3%&-1.1%	-3.7%&-1.6%	.
10	N#CCC(=O)NCCCc1ccccc1	i	-1.6%	12.9%	-10.2%	-12.5%	-9.9%	-0.9%	0.3%	-9.7%

# The last 5 entries of the section before open the next one:
no.	molecule	S2 tox	TGFb inhibitor	MCF10A rerep	HepG2 viability	Nrf2 block	EPAC2 antag	Nrf2 ARE act	A549 tox	ATXN2 expr inh
6	Cn1c(=O)c2c(ncn2CC(=O)N/N=C/C=C/c2ccccc2)n(C)c1=O	?	1.4%	-3.0%	6.5%	8.3%	17.7%	-0.7%[9.22 µM]	0.7%	-6.5%
7	O=S(=O)(Nc1ccc(F)c(C(F)(F)F)c1)c1ccc(N2CCCCS2(=O)=O)cc1	i	10µM*	.	-24.7%	.	.	-0.6%	-7.3%	-27.0%
8	COc1ccc(Cl)cc1NC(=O)CSc1nncn1-c1cccnc1	i	3.2%	6.0%	-19.5%	-9.3%	-1.6%	11.7%	0.3%	-2.9%
9	COc1ccc(S(=O)Cc2ccc(C(=O)N3CCN(c4cccc(C)c4C)CC3)o2)cc1 (configuration not stated)	?	?	18.4%	-2.0%&-38.6%	?	1.3%	-0.3%&-1.1%	-3.7%&-1.6%	.
10	N#CCC(=O)NCCCc1ccccc1	i	-1.6%	12.9%	-10.2%	-12.5%	-9.9%	-0.9%	0.3%	-9.7%
11	Cc1ccc2nc(SCC(=O)NCC3CCCO3)c(C#N)cc2c1 (configuration not stated)	i	-3.0%	1.3%	-15.0%	.	-3.7%	-0.5%	18.6%	23.9%
12	CCOc1ccc(C2CC(=O)c3c([nH]c(C(=O)OC4CCC(C)CC4)c3C)C2)cc1 (configuration not stated)	i	-1.4%	.	-16.2%	9.0%	.	0.5%	5.2%	6.7%
13	CNC(=O)/C(C#N)=C/c1cn(CC(=O)OC)c2ccccc12	i	?	?	-27.4%	11.3%	0.7%	3.3%	-18.1%	-30.8%
14	Cn1nnc(NC(=O)CSc2ncn[nH]2)n1	?	-14.8%	?	2.3%	17.1%	-0.5%	-0.8%	-0.1%	1.5%
15	COc1ccc(OCc2cc(C(=O)N3CCCN(C(C)=O)CC3)no2)c(Cl)c1	i	6.9%	4.1%	-0.6%	?	-7.0%	-0.5%	4.9%	37.1%
16	CCOC(=O)Nc1nnc(Cc2ccc(Cl)c(Cl)c2)s1	i	-4.6%	?	-1.5%	?	-14.7%	-0.4%	2.1%	-9.5%
17	Cc1ccc2nsnc2c1S(=O)(=O)N(Cc1cc2cccc(C)c2[nH]c1=O)CC1CCCO1 (configuration not stated)	i	-6.5%	19.4%	-0.2%	-14.8%	-1.1%	0.0%	-10.8%	-5.8%
18	NC(=O)c1cc2ccccc2oc1=NCc1ccccc1	i	37.1%[activator]	-8.4%	-7.9%	.	2.4%	?	-0.8%	8.3%
19	COc1ccc(S(=O)(=O)N[C@@H](C)C(=O)OCC(=O)Nc2cc3oc4ccccc4c3cc2OC)cc1	i	-2.3%	4.6%	4.1%	19.2%	6.7%	14.8%	-3.3%	44.8%[activator]
20	CCOC(=O)C1(CCc2ccccc2)CCN(C(=O)C2CCOCC2)CC1	i	-16.7%	2.5%	1.5%	0.5%	-5.4%	0.5%	-8.7%	12.5%
21	CCOC(=O)Cn1ccc(O)c(Cc2ccc(Cl)cc2Cl)c1=O	i	0.0%	-0.5%	9.2%	.	4.7%	0.1%	6.0%	1.9%
22	O=C(Cc1ccc(F)cc1)N(c1ccc(F)cc1)C1C=CS(=O)(=O)C1 (configuration not stated)	i	-0.9%	1.3%	-0.4%	-1.1%	2.7%	0.2%	4.0%	3.6%
23	Cc1ccc(C)c(C(=O)c2c(C)nc3sccn23)c1	?	25.6%	-2.3%	-11.7%	.	-16.2%	-0.1%	-4.6%	-8.6%
24	CCOC(=O)c1ccc(NC(=O)Cn2ncc3c(C)n(Cc4ccccc4F)c(C)c3c2=O)cc1	.	-14.1%	.	-1.1%	-0.8%	.	0.1%	0.3%	.
25	CCC(=O)N1Cc2cc(C(=O)Nc3nccs3)nc(-c3cccc(-c4ccccc4OC)c3)c2[C@@H]1CCO	?	.	.	.	.	9.5%	3.3%	.	?
26	CCOC(=O)C1CCN(C(=O)c2cc3c(=O)n4ccccc4nc3s2)CC1	i	-1.4%	7.1%	-25.3%	?	-5.3%	1.9%	2.6%	23.6%
27	N#Cc1c(N)nc2c(c1-c1cccc(O)c1)CCCCCC2	?	?	-1.5%	-30.1%	-15.1%	-2.4%	0.9%	2.6%	?
28	Cc1ccc(OCC(=O)NCC(=O)OCc2cc(=O)n3nc(C)sc3n2)cc1	i	-2.6%	.	-8.1%	4.2%	.	-0.9%	-0.2%	-2.8%
29	Cc1ccc(NC(=O)C2CCN(S(=O)(=O)c3c(C)noc3/C=C/c3cccs3)CC2)cc1F	.	?	.	-26.0%	?	.	8.0%	-6.2%	.
30	O=C(NCCc1ccccc1)c1cnc2sc(N3CCCCC3)nn2c1=O	i	8.8%	.	-19.2%	?	.	2.6%	6.3%	5.3%
31	O=[N+]([O-])c1cccc(-c2c[n+]3c(n2-c2ccccc2)SCC3)c1	i	-0.8%	-1.4%	6.1%	?	7.7%	2.1%	-3.8%	?
32	CC(C)Oc1cccc(C(=O)Nc2ccc(-c3nc4cc(Cl)cc(Cl)c4o3)cc2)c1	i	-5.4%	.	2.0%	?	.	-0.8%	1.1%	0.2%
33	Cc1nc2ccccc2n2c(-c3ccccc3)c3c(=O)n(C)c(=O)n(C)c3c12	i	17.6%&-9.7%	7.3%	9.6%&5.8%	?	10.7%	-1.5%&0.1%	?	-0.5%&-2.2%
34	C/C(=N\NC(=O)c1cccc(F)c1)c1ccc(NC(=O)Cc2ccccc2)cc1	i	-3.0%	-1.6%	0.8%	?	-2.3%	1.9%	-1.1%	20.5%
35	Cc1cccc(NC(=O)CSc2nnc(C)c(=O)[nH]2)c1	i	10.4%	.	0.4%	12.6%	.	-0.4%	9.9%	5.7%
36	COc1ccc(C(=O)Nc2nc(-c3ccc(Br)cc3)ns2)cc1	.	?	.	-2.8%	?	.	1.1%	0.7%	.
37	CCC(C)n1[nH]c(=O)cc1N (configuration not stated)	i	0.9%	18.1%	-5.8%	-10.9%	17.3%	-0.1%	-7.1%	6.0%
38	O=P(Cc1cccc[n+]1[O-])(c1ccccc1)c1ccccc1	i	18.9%	-42.4%[inhibitor]	2.1%	-2.1%	4.7%	-0.1%	-3.9%	1.4%
39	C[C@H](NC(=O)c1nc[nH]c1C(=O)NCCCCCNC(=O)OC(C)(C)C)C(=O)OC(C)(C)C	?	?	9.7%	-30.8%	?	10.5%	4.7%	-8.6%	-27.2%
40	COC(=O)c1cc(S(=O)(=O)Nc2cccc(-c3ccno3)c2)c[nH]1	i	5.3%	.	-17.4%	.	4.4%	-0.5%	.	.
41	C/C(O)=c1/cnc2nc3ccccc3n2c1=O	i	-0.3%	2.1%	-4.9%	9.9%	0.2%	4.0%	3.0%	-5.1%
42	Cc1cccc(N2CCN(S(=O)(=O)c3ccc4[nH]c5c(c4c3)CCCCC5)CC2)c1C	i	?	.	-26.1%	?	.	-0.1%	6.2%	-7.3%
43	Cc1ccc(CCNC(=O)Cn2nc(-c3ccc(C)cc3)ccc2=O)cc1	.	?	.	-28.0%	.	.	0.9%	9.3%	.
44	c1cnc(N2CCN(c3ncc4c(n3)CCNC4)CC2)nc1	i	-16.6%	.	-2.1%	?	.	0.4%	4.2%	10.7%
45	COCC(C)n1c(SCC(=O)Nc2nccs2)nc2ccccc2c1=O (configuration not stated)	i	-15.3%	-1.3%	-7.6%	?	-3.3%	3.0%	-1.3%	.
46	C=CCNC(=O)/C(C#N)=C/c1ccc(C)o1	i	5.5%	6.5%	-1.6%	18.7%	-3.6%	0.3%	10.6%	5.9%

# Assay outcomes deposited in PubChem BioAssay by National Center for Advancing Translational Sciences (NCATS).

# Some of the compounds tested. The share of hits here may be higher or lower than overall.
